M1 ag – agonists of human M1 muscarinic receptor; CHO-K1 hM1, Fluo-8 calcium fluorescence, agonist mode; 0% DMSO, 100% acetylcholine EC100; activation, % at 3 µM; 360,000 compounds, 0.33% hits; AID 588814;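 active = activation above the run's mean compound activation plus 3 SD, cut at about 16% in these data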;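 note: peak over basal fluorescence ratio within a 140 s kinetic read after compound addition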
Target sequence (P11229 whole entry, looked up): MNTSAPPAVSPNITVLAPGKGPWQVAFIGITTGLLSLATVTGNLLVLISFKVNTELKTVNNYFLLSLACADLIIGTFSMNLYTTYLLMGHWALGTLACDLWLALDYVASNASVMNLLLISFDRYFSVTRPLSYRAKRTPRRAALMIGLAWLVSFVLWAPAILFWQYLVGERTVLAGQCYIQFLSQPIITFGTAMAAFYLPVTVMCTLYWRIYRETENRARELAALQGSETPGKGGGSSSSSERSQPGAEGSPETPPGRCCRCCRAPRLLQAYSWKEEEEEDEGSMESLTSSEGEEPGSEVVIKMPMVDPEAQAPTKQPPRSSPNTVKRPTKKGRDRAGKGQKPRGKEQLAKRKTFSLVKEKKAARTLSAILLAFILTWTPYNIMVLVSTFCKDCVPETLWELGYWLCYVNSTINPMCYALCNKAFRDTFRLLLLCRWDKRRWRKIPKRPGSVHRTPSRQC
CHO parental Ca – counter-screen for OX1R antagonists: effect in parental CHO cells | parental CHO-K1, ATP-induced calcium, Fluo-8 fluorescence | inhibition, % at 5.6 µM | 330,000 compounds, 0.63% hits;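 active = inhibition above that plate's mean sample inhibition plus 3 SD, cut at about 26% in these data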;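 note: 0% = ATP-challenged DMSO wells and 100% = DMSO wells without ATP; some compounds past the cut are filed as inactive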
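test system = CHO parental line | reagent = ATP stimulus | measured by = intracellular calcium via Fluo-8 no-wash fluorescent dye | control set = ATP and no-ATP DMSO wells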
M1 antag – antagonists of human M1 muscarinic receptor. P11229. CHO-K1 hM1, Fluo-8 calcium fluorescence, ACh EC80 antagonist. inhibition, % at 3 µM. 360,000 compounds, 1.3% hits;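 active = percent inhibition above its own plate's cutoff, namely the mean of that plate's compound wells plus 3 SD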;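 note: peak over basal fluorescence ratio during 140 s after agonist addition; 0% = ACh EC80 plus DMSO and 100% = DMSO alone without agonist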
TAAR1 antag – antagonists of human TAAR1 | inhibition, % at 3 µM | AID 624466 | Q96RJ0 | CHO RD-HGA16 TAAR1, Fluo-8 calcium fluorescence, antagonist | 360,000 compounds, 1.5% hits;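 active = inhibition above a per-plate cutoff, the mean inhibition of test compounds on that plate plus 3 SD, cut at about 49% in these data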;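 note: 0% = DMSO plus EC80 beta-PEA response and 100% = DMSO alone without agonist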
Target sequence (Q96RJ0 whole entry, looked up): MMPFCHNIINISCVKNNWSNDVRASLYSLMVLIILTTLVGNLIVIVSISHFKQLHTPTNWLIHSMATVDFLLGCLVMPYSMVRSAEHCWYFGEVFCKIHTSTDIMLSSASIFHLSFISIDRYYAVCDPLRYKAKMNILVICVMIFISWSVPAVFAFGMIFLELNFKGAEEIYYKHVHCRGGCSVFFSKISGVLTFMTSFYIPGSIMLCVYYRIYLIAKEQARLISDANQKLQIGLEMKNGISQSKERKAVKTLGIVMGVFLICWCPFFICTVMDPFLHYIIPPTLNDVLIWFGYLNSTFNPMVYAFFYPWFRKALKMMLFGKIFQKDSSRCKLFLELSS
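System: CHO RD-HGA16 cells bearing hTAAR1. Reagent: EC80 β-phenethylamine stimulus. Schedule: seeding 17-24 h prior, 75-min 37 °C, 30-min RT dye loading. Signal: Fluo-8 intracellular calcium dye fluorescence, real-time kinetic reads. Read-out: % inhibition from peak post-agonist over basal fluorescence ratio. Benchmarks: vehicle wells and EC80 agonist wells. Replicates: n of 1.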
CHO-K1 Ca antag – nonselective inhibitor or artifact in parental CHO-K1 cells. inhibition, % at 3 µM. AID 602250. ATP-induced calcium, Fluo-8 fluorescence. 360,000 compounds, 0.6% hits;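 active = inhibition above a per-plate cutoff, the plate's mean sample inhibition plus 3 SD, cut at about 24% in these data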;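 note: 0% = DMSO plus EC80 ATP and 100% = DMSO alone without ATP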
CHO-K1 Ca PAM – counter-screen for M1 PAMs: effect in parental CHO-K1 cells; AID 602247; ATP EC20, Fluo-8 calcium fluorescence; 0% at ATP EC20, 100% at ATP max; activation, % at 3 µM; 360,000 compounds, 0.02% hits;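 active = activation above the run cutoff, the mean activation of all test compounds plus 3 SD, cut at about 40% in these data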;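 note: peak over basal fluorescence ratio in a 140 s read after ATP addition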
M1 PAM – positive allosteric modulators of human M1 muscarinic receptor; P11229; CHO-K1 hM1, Fluo-8 calcium fluorescence, ACh EC20; 0% = ACh EC20, 100% = maximal ACh; activation, % at 3 µM; 360,000 compounds, 0.088% hits; in the data active = activation above about 19%, passing the limit was not always enough
M1 ag parental – nonselective activator or artifact in parental CHO-K1 cells. 360,000 compounds, 0.48% hits. activation, % at 3 µM. Fluo-8 calcium fluorescence; scaled to maximal ATP response, vehicle zero; in the data active = activation above about 15%;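 note: untransfected CHO-K1 host cells lacking M1 receptor as counterscreen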
TAAR1 agonist – human TAAR1 agonism; Q96RJ0; CHO RD-HGA16 TAAR1, Fluo-8 calcium fluorescence; vehicle wells 0%, saturating PEA agonist 100%; activation, % at 3 µM; 360,000 compounds, 0.99% hits; AID 624467;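 active = activation above the mean activation of all test compounds in the run plus 3 SD, cut at about 38% in these data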
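Assay system – CHO-derived RD-HGA16 cells with stable Gα16 and human TAAR1 · Compound dosing – one-point dosing at 3 µM (nominal) · Incubation – 17-24 h seeding, 75 min 37 °C dye, 30 min RT · Measured by – kinetic Fluo-8 calcium fluorescence · Control set – DMSO vehicle as 0%, PEA at EC100 as 100% · Repeats – single well for each compound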
* = called active by the depositor; / = no result given.

SMILES	M1 ag	CHO parental Ca	M1 antag	TAAR1 antag	CHO-K1 Ca antag	CHO-K1 Ca PAM	M1 PAM	M1 ag parental	TAAR1 agonist
O=C(c1ccccc1F)N1CCN(c2ccc([N+](=O)[O-])c(NCC3CCCO3)c2)CC1 (stereo not given)	-5	-23	14	19	13	7	-17	1.9	1
CNS(=O)(=O)c1cc(NC(=O)c2cncn2-c2ccccc2)ccc1C	-3	-6	-11	-4	-16	0	6	1.4	2
CC(OC(=O)CCC(=O)c1ccc(Cl)s1)C(=O)NC1(C#N)CCCCC1 (stereo not given)	-2	-18	-9	-12	-7	18	9	0.3	9
O=C1CN(C(=O)CNCc2cccc(Cl)c2)c2ccccc2N1	-2	-4	-11	-17	-5	13	5	1.6	0
COc1ccc(OCCC(=O)N2CCCCC2)cc1	-1	-12	3	-15	-5	8	9	-0.1	3
Cn1cccc1Cc1nnc(SCC(=O)N2CCc3ccccc32)n1-c1ccc(F)cc1	-1	-26	11	-22	-5	12	-7	1.1	5
FC(F)(F)c1cccc(CNC2c3ccccc3-c3ccccc32)c1	-2	-71	-15	-14	-5	25	9	0.5	9
CCc1nc(SCc2ccccn2)[nH]c(=O)c1C	-13	-6	4	10	1	14	3	2.1	0
COC(=O)c1c(-c2ccc(F)cc2)csc1NC(=O)C1CCCO1 (stereo not given)	-4	-19	-13	3	-16	0	10	0.6	7
CCCCNC(=O)C1(C)CCC(=O)N1C1CC1 (stereo not given)	-1	/	-2	-5	-3	23	5	1.3	2
O=C(c1ccc(F)cc1F)N1CCN(c2ccccn2)CC1	-4	-2	-7	-11	-10	3	13	1.2	3
COc1cc(C(O)c2nc3ccccc3n2C)cc(OC)c1OC (stereo not given)	0	-11	-23	-14	-12	9	0	0.1	6

Compound profiles, from the list above. Screens in order: M1 ag | CHO parental Ca | M1 antag | TAAR1 antag | CHO-K1 Ca antag | CHO-K1 Ca PAM | M1 PAM | M1 ag parental | TAAR1 agonist
FC(F)(F)c1cccc(CNC2c3ccccc3-c3ccccc32)c1 in the list: -2 | -71 | -15 | -14 | -5 | 25 | 9 | 0.5 | 9
CC(OC(=O)CCC(=O)c1ccc(Cl)s1)C(=O)NC1(C#N)CCCCC1 (stereo not given) in the list: -2 | -18 | -9 | -12 | -7 | 18 | 9 | 0.3 | 9
CNS(=O)(=O)c1cc(NC(=O)c2cncn2-c2ccccc2)ccc1C in the list: -3 | -6 | -11 | -4 | -16 | 0 | 6 | 1.4 | 2
O=C(c1ccccc1F)N1CCN(c2ccc([N+](=O)[O-])c(NCC3CCCO3)c2)CC1 (stereo not given) in the list: -5 | -23 | 14 | 19 | 13 | 7 | -17 | 1.9 | 1

The list continues:
SMILES	M1 ag	CHO parental Ca	M1 antag	TAAR1 antag	CHO-K1 Ca antag	CHO-K1 Ca PAM	M1 PAM	M1 ag parental	TAAR1 agonist
CCCN(CC(=O)Nc1ccccc1OC)C(=O)CCC(=O)c1ccc(Cl)s1	-5	-24	-3	1	-16	10	5	0.1	-3
Cc1cccc(CN2CCC(Oc3ccc(C(=O)N4CCCC4)cc3)CC2)n1	-6	-19	4	-15	-13	-16	-1	0.2	1
O=C(Nn1cnc2ccccc2c1=O)c1ccc([N+](=O)[O-])cc1	-6	-6	-9	5	3	11	7	0.4	13
CCn1cc(CNC(=O)c2ccc(C)s2)cn1	-1	2	14	5	19	-12	0	-0.7	6
Cc1ccc(C(=O)NNC(=O)c2ccc(S(=O)(=O)N3CCCCC3)cc2)cc1	-3	-13	-5	-28	-4	-5	-1	0.8	2
CCOc1ccc(NC(=O)CN(C)C(=O)c2ccc(COc3ccccc3)o2)cc1OCC	-1	-3	-1	0	-11	-13	5	0.6	4
On1c(-c2ccccc2)nc2ccc(Cl)cc21	-1	-2	-8	4	1	11	7	0.7	4
C[C@@H]1CN([C@@H](C)CO)C(=O)c2cc(NS(=O)(=O)c3cccs3)ccc2O[C@H]1CN(C)Cc1ccc(C(F)(F)F)cc1	-10	-24	5	6	-6	-1	0	-0.5	1
CC(=O)Nc1ccc(NC(=O)c2c(-c3ccccc3Cl)noc2C)cc1	2	-1	3	-10	-8	14	4	3.6	4
CCOC(=O)c1ccc2ncc(C(=O)OCC)c(Nc3ccc(N4CCOCC4)cc3)c2c1	-10	-21	13	57*	-14	17	-11	3.0	10
CC(C)NS(=O)(=O)c1ccc(OCC(=O)Nc2ccc(F)cc2)cc1	-4	-3	-7	5	14	6	2	-0.1	10
COc1ccc(-c2[nH]ncc2C2N=C(N)Nc3nc4ccccc4n32)cc1 (stereo not given)	-8	11	30	-25	-18	5	-24	0.8	5
C=CCNC(=S)Nc1cc(S(=O)(=O)N2CCOCC2)ccc1-n1cncn1	-6	-7	-2	-1	-8	19	5	0.2	0
Cn1c(=O)c2c(ncn2CCOc2ccc(Br)cc2)n(C)c1=O	-2	6	-6	0	-8	-6	0	8.2	12
S=C(NCc1ccccn1)NN=Cc1ccccn1	-2	/	-6	-29	-8	13	4	-0.1	2
Cc1ccc(C)c(OCC(O)CN2CCc3ccccc3C2)c1C (stereo not given)	-7	-23	9	-5	2	-6	-7	4.2	33
Cc1onc(-c2c(F)cccc2Cl)c1C(=O)NC(=S)Nc1c(C)n(C)n(-c2ccccc2)c1=O	-14	-7	25	9	6	-12	-35	-0.3	0
COC(=O)c1ccc(/C=C/C(=O)c2ccc(OC)c(OC)c2)cc1	-3	-27	-3	/	-4	15	4	1.9	/
CC1CCN(c2cc(C#N)c(C#N)cc2[N+](=O)[O-])CC1	-6	-1	-11	19	-2	14	10	-0.1	2
CCC1(c2ccccc2)NC(=O)N(CC(=O)Nc2ccccc2C(=O)NC2CC2)C1=O (stereo not given)	0	6	-11	3	-16	26	10	1.7	1
NC(=O)C1CCN(CC(=O)Nc2ccc3c(c2)OCO3)CC1	0	/	-1	12	16	-11	5	0.0	1
COc1ccc(CN2CCN(c3nc4ccccc4s3)CC2)cc1	-4	/	-4	15	10	1	2	-0.4	0
CC1(c2nnc(-c3cccc(Cl)c3)o2)CC(c2ccccc2)=NO1 (stereo not given)	-5	-20	5	11	0	-4	-1	-0.2	16
COc1ccc(C(=O)COC(=O)[C@H](C)Nc2ccc(C(F)(F)F)cc2[N+](=O)[O-])cc1	-5	0	1	-7	-11	19	8	0.0	2
Cc1ccc(NC(=S)NCCN(C2CCCCC2)C2CCCC2)cc1	-6	-19	14	-15	-11	-2	-14	1.1	10
CCn1c(SCC(=O)Nc2ccc(C(C)=O)cc2)nnc1C1CC1	-3	-8	4	-8	-9	-12	0	0.3	4
Cc1c(Cl)c([N+](=O)[O-])nn1CCCC(=O)Nc1sc2c(c1C#N)CCC2	-10	-16	4	3	-9	8	-9	5.9	2
O=C(NCc1ccncc1)c1ccc(OCc2ccccc2)cc1	-3	-5	18	-4	9	-11	-12	3.8	3
CC(C)C[C@H]1CNC(=O)C(=O)N1CC1CCN(CCC(C)(C)C)CC1	-8	/	-17	-13	-18	18	14	1.1	0
COC(C/C=C\C(=O)[C@H](C)OCc1ccccc1)OC	-3	-24	7	-1	-15	14	1	0.6	0
Cc1cccc(CSc2nc(N)c(C#N)c(-c3cccs3)c2C#N)c1	-4	-13	-3	4	-1	2	2	0.4	13
O=C(NCc1cccc(C(F)(F)F)c1)c1csc([C@H]2C[C@H](O)[C@@H](CO)O2)n1	8	/	-13	-7	-4	-13	18	0.6	2
O=C(Nc1ccccc1)c1nnn(Cc2ccccc2)c1NC(=O)C(F)(F)F	8	5	-7	-10	14	-5	7	-0.2	3
COc1ccc(-c2nc(CS(=O)CC(=O)N3CCN(C)CC3)c(C)o2)cc1 (stereo not given)	-4	16	3	-9	1	6	-2	0.3	1
COc1cccc(NC(=O)C2CCCN(c3ncnc4c3nc3n4CCCCC3)C2)c1 (stereo not given)	-3	-15	-5	-10	-1	1	-2	3.4	5
COc1ccc(C(O)c2nc(-c3cnn(C)c3)cs2)cc1 (stereo not given)	1	/	-11	4	-4	3	6	1.6	2
O=[N+]([O-])c1cccc(C=Nc2cc3c(cc2Br)OCCO3)c1	-4	-2	-11	-5	-2	11	5	0.2	-1
O=C(NCc1ccncc1)/C(=N/O)c1ccccc1	-2	-10	-19	-7	5	-2	1	0.0	15
Cc1c(N(C)C(=O)c2ccc3c(c2)OCO3)c(=O)n(-c2ccccc2)n1C	-4	-18	-11	4	-7	22	10	0.4	5
C=CCn1c(Cc2cccs2)nnc1SCC(=O)Nc1ccc(C(=O)OCC)cc1	-6	-4	-5	-11	-14	17	3	0.6	4
O=C(c1ccccc1)c1cc2ccccc2oc1=O	-5	-10	-7	-17	-13	-4	3	0.3	2
COc1cccc(-c2onc3ccc(C(C)=O)cc23)c1	-5	-14	-4	-6	-18	20	-1	0.8	2
Cc1ccc(CSc2nnc(-c3ccncc3)n2N)cc1	-5	2	-5	-27	3	-7	1	-0.3	3
COc1cc(C(=O)N2CCN(S(=O)(=O)c3ccc(C)cc3)CC2)ccc1OCC(=O)N1CCOCC1	-4	/	-10	4	-12	16	12	0.3	1
Cc1onc(C(N)=O)c1C(=O)Nc1ncc(C(F)(F)F)cc1Cl	-6	0	-1	-10	7	-2	2	0.4	1
CC(=O)c1ccc(N2CC(C)(C)C2=O)cc1	-11	-14	-7	0	-3	12	8	-0.5	5
COc1ccc(CCNC(=O)CSc2nnc(-c3cccc(C)c3)o2)cc1OC	-3	-8	14	6	13	-4	-6	0.1	0
O=C(CN1CCN(C(=O)c2ccco2)CC1)Nc1cccc(S(=O)(=O)N2CCCC2)c1	-8	-17	-9	2	-9	6	7	0.9	0
COc1ccccc1NC(=O)NC1(C(=O)N2CCCCC2)CCCCC1	-4	-8	-4	12	-2	-3	9	0.1	0
CC(=O)c1cc(C#N)c(SCc2ccncc2)nc1C	-5	-1	-2	10	-4	7	0	0.1	4
S=c1[nH]nc(-c2ccccn2)n1/N=C/c1ccc(-c2ccccc2Br)o1	-2	/	-1	5	-9	5	4	-0.6	8
Cc1cc(C(=O)CSc2nnc(N)s2)c(C)n1Cc1ccco1	-3	8	3	11	-10	8	4	-0.6	0
CCN1CCN(C(c2ccc(C(F)(F)F)cc2)c2ccc3cccnc3c2O)CC1 (stereo not given)	-2	-1	3	-3	3	-1	2	1.9	29
OC(COCc1ccco1)CN1CCN(c2ccccc2)CC1 (stereo not given)	-9	-5	14	-20	1	13	-9	0.6	14
Brc1cccc(CNc2nc3ccccc3n2CCN2CCCCC2)c1	-6	-33	1	-47	-1	10	-5	2.8	1
Cc1ccc(NC(=O)COC(=O)Cn2c(C)csc2=O)cc1C	-5	-9	-1	6	8	-8	7	0.5	18
Cc1ccc(N2C(=O)SC(Cc3ccccc3)C2=O)cc1 (stereo not given)	-8	-1	-7	3	-16	13	1	0.2	-3
NC(=O)c1ccccc1NC(=O)CCc1ccccc1	-3	-20	14	/	6	-5	-5	-0.2	/
CC(=O)C[C@@H](O)CC(=O)[C@@H]1OC(=O)CCCCC/C=C/Cc2ccccc21	-4	-1	-6	32	-17	7	2	3.0	12
CCCOC(=O)C1=C(C)NC2=C(C(=O)CCC2)C1c1cc(OC)ccc1OC (stereo not given)	-3	-15	-10	-5	6	8	6	0.5	11

Compound activity from PubChem BioAssay.
